# Anthrax LF inh2: anthrax lethal factor protease inhibition; P15917; actives 0.12% (n = 360,000); multiplex microsphere protease cleavage assay, LF; inhibition, % at 10 µM; also: plate controls were buffer without enzyme for full effect and enzyme alone for no effect
# BoNT F protease: blocks Botulinum neurotoxin F light chain protease; Multiplex microsphere protease cleavage assay, flow cytometry; AID 588497; inhibition, % at 10 µM; actives 0.22% (n = 360,000); in the data active = inhibition above about 35%, passing the limit was not always enough; inconclusive = no clear call, values can overlap the other calls; also: plate controls were buffer without enzyme for full effect and enzyme alone for no effect
# GDH-TPI inh: inhibits GDH-TPI coupling enzymes, artifact for Mtb FBA screen; GDH-TPI coupled enzyme counterscreen, NADH absorbance; AID 588335; inhibition, % at 4.8 µM; actives 1.2% (n = 360,000); in the data active = inhibition above about 30%;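 also: 0% = DMSO wells and 100% = wells lacking the enzyme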
# FadD28 FP inh: blocks FadD28 binding to the bisubstrate probe | fluorescence polarization | actives 0.22% (n = 360,000) | inhibition, % at 12.5 µM; in the data active = inhibition above about 8.5%, passing the limit was not always enough; inconclusive = no clear call, values can overlap the other calls
# FBA Mtb inh: inhibitors of M. tuberculosis fructose-bisphosphate aldolase | P9WQA3 | purified M. tuberculosis FBA, fluorescence read-out | inhibition, % at 1 µM | actives 2.3% (n = 360,000) | AID 588726; in the data active = inhibition above about 27%;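 also: 0% = vehicle and 100% = reference inhibitor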
# Target sequence (P9WQA3 whole entry, looked up): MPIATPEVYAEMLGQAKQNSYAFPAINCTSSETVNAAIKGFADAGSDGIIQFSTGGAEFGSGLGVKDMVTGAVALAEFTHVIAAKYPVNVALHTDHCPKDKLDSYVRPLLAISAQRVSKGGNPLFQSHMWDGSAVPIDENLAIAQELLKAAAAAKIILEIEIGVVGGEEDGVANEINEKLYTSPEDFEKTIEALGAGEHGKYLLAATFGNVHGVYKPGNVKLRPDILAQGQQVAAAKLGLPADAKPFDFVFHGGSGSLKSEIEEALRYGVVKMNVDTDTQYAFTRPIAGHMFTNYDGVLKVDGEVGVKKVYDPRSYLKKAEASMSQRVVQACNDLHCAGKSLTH
# Mtb UGM inh: Mtb UDP-galactopyranose mutase inhibition; purified UGM, fluorescence polarization probe displacement; actives 0.06% (n = 320,000); P9WIQ1; inhibition, % at 10 µM; in the data active = inhibition above about 10%, passing the limit was not always enough; inconclusive = no clear call, values can overlap the other calls
# Target sequence (P9WIQ1 whole entry, looked up): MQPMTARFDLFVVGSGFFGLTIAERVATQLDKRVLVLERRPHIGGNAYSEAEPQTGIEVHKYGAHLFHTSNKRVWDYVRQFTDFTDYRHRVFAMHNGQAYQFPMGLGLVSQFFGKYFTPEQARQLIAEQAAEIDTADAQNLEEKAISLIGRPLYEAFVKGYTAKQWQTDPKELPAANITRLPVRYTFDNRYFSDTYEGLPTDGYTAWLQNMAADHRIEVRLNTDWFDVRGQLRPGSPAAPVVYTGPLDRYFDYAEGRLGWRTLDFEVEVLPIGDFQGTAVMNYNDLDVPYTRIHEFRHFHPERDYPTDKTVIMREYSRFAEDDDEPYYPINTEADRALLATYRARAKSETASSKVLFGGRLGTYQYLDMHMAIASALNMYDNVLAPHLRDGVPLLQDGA
# BoNT-A LC inh2: blocks Botulinum neurotoxin A light chain protease; inhibition, % at 10 µM; multiplex microsphere protease substrate cleavage, flow cytometry; AID 588499; actives 0.17% (n = 360,000); also: plate controls were buffer without enzyme for full effect and enzyme alone for no effect
# Mtb BioA inh: blocks M. tuberculosis BioA enzyme activity; purified M. tuberculosis BioA enzyme, plate reader; inhibition, % at 9.99 µM; actives 0.096% (n = 360,000); AID 602481; in the data active = inhibition above about 40%; inconclusive = no clear call, values can overlap the other calls
# PfHsp40 yeast: restores yeast growth despite PfHsp40 toxicity; S. cerevisiae expressing PfHsp40, growth rescue, ATP luminescence; growth rescue, % at 12.5 µM; actives 0.68% (n = 340,000); in the data active = growth rescue above about 28%, passing the limit was not always enough; inconclusive = no clear call, values can overlap the other calls;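 also: yeast W303a lacking pdr1 and pdr3 grown in galactose medium; growth measured after three days at 30 °C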
# * marks the source's active call; other numbers are inactive results; ? = inconclusive; . = not tested or not shown. Rule as the data show it, unless noted: active = inhibition above about 30%; inconclusive = no clear call, values can overlap the other calls; inactive = below that.
# Fields – Anthrax LF inh2	BoNT F protease	GDH-TPI inh	FadD28 FP inh	FBA Mtb inh	Mtb UGM inh	BoNT-A LC inh2	Mtb BioA inh	PfHsp40 yeast
- CCOC(=O)Cn1c(=O)oc2cc(S(=O)(=O)NCCc3ccc(OCC)c(OCC)c3)ccc21
→ 0.7	0.9	2.5	-1.3	0.1	0.5	?	-0.1	1.2
- O=C(Nc1cccc(C(F)(F)F)c1)/C(=C\c1ccco1)NC(=O)c1cccs1
→ -5.1	-2.9	34.6*	-2.1	-0.1	2.5	-0.9	-0.6	2.9
- Cc1ccc(N(Cc2ccc(C(=O)NN=C3CCN(C)CC3)cc2)S(C)(=O)=O)cc1C
→ -2.0	-7.0	-4.4	-1.6	0.0	1.0	-0.6	.	-0.6
- Cc1ccc(Cn2nnc3c(=O)[nH]c(C4CCN(S(=O)(=O)c5ccccc5F)CC4)nc32)cc1
→ 7.6	-31.6	2.2	0.9	0.4	1.7	-4.4	-0.5	-0.8
- Cc1ccc(S(=O)(=O)N2CCC(C(=O)NC3CCCC3)CC2)cc1Cl
→ 18.4	10.3	-10.3	-2.7	0.2	3.0	0.0	-2.3	-0.6
- Nc1c(-c2ccccc2)c(CN2CCOCC2)nn1-c1ccccc1
→ -1.8	-0.6	-1.9	-3.3	-1.6	0.2	-0.3	.	-0.1
- COc1ccc(-n2ncc3c2CC(C)(C)CC3NC(=O)c2c(C)cc(=O)oc2C)cc1 (configuration not stated)
→ -2.2	2.3	-0.4	-1.8	0.3	3.5	-0.1	0.8	-0.4
- CCN1CCN(C(=O)Nc2ccccc2OC)CC1
→ 1.6	-11.4	6.7	-2.2	3.2	4.0	-0.3	-1.9	-0.5
- COC1CC(C)NC(=S)N1 (configuration not stated)
→ -0.2	?	-11.7	-3.8	0.4	-0.1	?	-1.9	-0.8
- O=C(O)c1ccc(N2CCN(c3ccc(Cl)cc3)CC2)c([N+](=O)[O-])c1
→ 0.1	12.8	-1.3	1.8	1.1	-1.7	0.5	-0.6	0.3
- Cc1cccc(N2C(=O)N3[C@H](c4ccc(F)cc4)[C@@H]4C(=O)N(C5CCCCC5)C(=O)[C@@H]4[C@]3(Cc3ccc(Cl)cc3)C2=O)c1
→ -2.6	4.2	12.3	-0.9	5.3	-2.9	0.1	0.4	1.4
- COC(=O)C(=O)/C=C(\O)c1c(C)cc(C)cc1C
→ -4.0	-0.7	-2.6	-0.7	-0.7	0.1	-0.4	.	-0.1
- C=CC[C@H](CC(=O)N(CCO)Cc1ccccc1)C(=O)N[C@H](COC(=O)[C@H](CC=C)CC(=O)OC(C)(C)C)Cc1c[nH]c2ccccc12
→ -6.5	1.2	6.4	-4.5	-2.4	.	-0.6	-0.5	1.6
- CCC(c1nnnn1C1CCCC1)N1CCN(c2ccccc2)CC1 (configuration not stated)
→ 3.2	6.6	-4.0	-3.6	0.8	-0.7	1.1	1.2	-1.5
- O=Cc1ccccc1-n1cncn1
→ -7.0	-1.6	0.6	0.2	0.6	-0.3	-0.8	-0.1	-0.7
- O=c1cc(CN2CCN(CCO)CC2)c2cc3c(cc2o1)CCC3
→ -2.0	-9.0	14.6	-4.9	2.7	-0.8	0.1	-0.4	-1.0
- COc1ccc(OC)c(C(=O)c2coc3ccc(O)c(CN(C)C)c23)c1
→ -1.1	?	9.6	-2.7	0.1	3.2	0.7	0.0	-1.2
- CC1CCN(S(=O)(=O)c2ccc3[nH]cc(C(=O)NCCN4CCOCC4)c(=O)c3c2)CC1
→ -1.0	-2.9	15.1	-2.7	9.7	2.7	0.8	0.1	-2.4
- COc1ccc(OCCSc2nnnn2C2CCCCC2)cc1
→ 1.4	23.9	0.4	-0.6	0.1	0.7	1.4	1.3	1.4
- C=CCOC(=O)C1=C[C@@H](c2ccc(C(F)(F)F)cc2)C[C@@H](OCCCCO)O1
→ -0.7	-1.7	8.4	-1.0	2.2	1.8	-0.6	3.8	0.3

# Arranged by molar mass (ascending): part of the list above.
# Fields – Anthrax LF inh2	BoNT F protease	GDH-TPI inh	FadD28 FP inh	FBA Mtb inh	Mtb UGM inh	BoNT-A LC inh2	Mtb BioA inh	PfHsp40 yeast
- COC(=O)C(=O)/C=C(\O)c1c(C)cc(C)cc1C
→ -4.0	-0.7	-2.6	-0.7	-0.7	0.1	-0.4	.	-0.1
- CCN1CCN(C(=O)Nc2ccccc2OC)CC1
→ 1.6	-11.4	6.7	-2.2	3.2	4.0	-0.3	-1.9	-0.5
- COc1ccc(OCCSc2nnnn2C2CCCCC2)cc1
→ 1.4	23.9	0.4	-0.6	0.1	0.7	1.4	1.3	1.4
- CCC(c1nnnn1C1CCCC1)N1CCN(c2ccccc2)CC1 (configuration not stated)
→ 3.2	6.6	-4.0	-3.6	0.8	-0.7	1.1	1.2	-1.5
- COc1ccc(OC)c(C(=O)c2coc3ccc(O)c(CN(C)C)c23)c1
→ -1.1	?	9.6	-2.7	0.1	3.2	0.7	0.0	-1.2
- C=CCOC(=O)C1=C[C@@H](c2ccc(C(F)(F)F)cc2)C[C@@H](OCCCCO)O1
→ -0.7	-1.7	8.4	-1.0	2.2	1.8	-0.6	3.8	0.3
- O=C(Nc1cccc(C(F)(F)F)c1)/C(=C\c1ccco1)NC(=O)c1cccs1
→ -5.1	-2.9	34.6*	-2.1	-0.1	2.5	-0.9	-0.6	2.9
- COc1ccc(-n2ncc3c2CC(C)(C)CC3NC(=O)c2c(C)cc(=O)oc2C)cc1 (configuration not stated)
→ -2.2	2.3	-0.4	-1.8	0.3	3.5	-0.1	0.8	-0.4
- CC1CCN(S(=O)(=O)c2ccc3[nH]cc(C(=O)NCCN4CCOCC4)c(=O)c3c2)CC1
→ -1.0	-2.9	15.1	-2.7	9.7	2.7	0.8	0.1	-2.4
- CCOC(=O)Cn1c(=O)oc2cc(S(=O)(=O)NCCc3ccc(OCC)c(OCC)c3)ccc21
→ 0.7	0.9	2.5	-1.3	0.1	0.5	?	-0.1	1.2

# The list continues:
# Fields – Anthrax LF inh2	BoNT F protease	GDH-TPI inh	FadD28 FP inh	FBA Mtb inh	Mtb UGM inh	BoNT-A LC inh2	Mtb BioA inh	PfHsp40 yeast
- COc1ccc(NC(=O)Cn2c(=O)sc3ccccc32)cc1
→ 7.3	1.6	6.9	-1.6	-0.6	1.8	0.8	-2.4	-0.2
- Cc1ccc(S(=O)(=O)N2CCOCC2)cc1NC(=O)COC(=O)/C=C/c1ccco1
→ 1.9	13.9	8.6	-0.4	2.5	-1.7	2.5	-4.1	-0.8
- CCOC(=O)C1=C(C)n2c(s/c(=C3\C(=O)Nc4ccccc43)c2=O)=NC1c1ccc(OC)cc1 (configuration not stated)
→ -0.6	-23.6	-8.1	0.2	-0.6	0.8	1.6	.	-1.2
- OC[C@H]1O[C@@H](c2nc(-c3ccc(C4OCCO4)cc3)no2)[C@H](O)[C@@H]1O
→ -6.5	-6.6	13.3	1.6	3.6	.	0.2	0.8	.
- CCN(CC)c1ccc(/C=N/NC(=O)CNC(=O)/C=C/c2ccco2)cc1
→ 0.4	0.0	43.6*	-0.1	7.5	0.0	2.0	-0.1	-1.7
- Cc1nn(C)c(C)c1S(=O)(=O)N(CC(=O)NC1CCCCCC1)c1ccc(C(C)C)cc1
→ 3.6	-3.1	1.4	-0.7	4.9	-2.4	0.0	-1.3	1.0
- Cc1ccc(NC(=O)NCCN2C(=O)C3C4C=CC(C4)C3C2=O)cc1 (configuration not stated)
→ -10.1	-5.6	11.9	-0.5	4.2	1.6	-0.3	-1.6	8.3
- COc1cc(OC)cc(-c2oc(=O)c3cc(OC)c(OC)cc3c2C(F)(F)F)c1
→ -7.2	-1.9	-0.9	-0.7	-1.8	1.3	0.1	-0.1	-1.0
- COc1ccccc1-c1nnc(SCC(=O)NC2CCS(=O)(=O)C2)n1CCc1ccccc1 (configuration not stated)
→ -1.1	-2.1	1.6	-0.2	-0.5	-3.7	-0.8	.	-0.8
- COc1cc(C=O)ccc1OC(=O)N1CCOCC1
→ -4.3	3.2	-4.6	1.4	3.4	0.6	-1.6	1.7	-0.1
- CCCC(=O)Nc1cccc2c1CCCC2
→ 2.7	7.4	-13.1	-0.9	-1.7	1.2	-0.2	-0.1	-2.1
- CN(C)S(=O)(=O)c1cccc(NC(=O)C2Cc3ccccc3CN2C(=O)c2ccccc2)c1 (configuration not stated)
→ 1.5	-1.4	9.0	.	2.3	1.7	0.8	-2.5	1.4
- CCOC(=O)C1=C(C)NC(=O)NC1c1c(OC)ccc2ccccc12 (configuration not stated)
→ 1.4	0.0	-2.3	-2.8	-0.6	0.9	0.3	4.0	0.6
- CC1CC(C)CN(S(=O)(=O)c2ccc(C(C)(C)C)cc2)C1 (configuration not stated)
→ -10.2	6.8	4.7	-1.6	0.4	-0.5	0.3	.	-0.2
- O=C(O)c1csc(Cc2ccccc2)n1
→ -7.0	5.7	-5.6	-2.6	4.8	1.0	1.1	-0.4	1.5
- COc1cccc(C2=NOC(C(=O)Nc3cc(C)on3)C2)c1OC (configuration not stated)
→ -6.0	1.9	-1.4	-2.3	-5.6	1.3	-0.5	0.8	-0.5
- Cc1nc2c(c(=O)c3ccccc3n2C)c(=O)n1-c1ccc(F)cc1
→ -12.0	-53.8	22.1	-0.3	5.3	-5.5	-3.3	.	-0.8
- O=C(CSc1nnc(Cc2ccccc2)o1)c1ccc2c(c1)OCO2
→ -0.5	?	5.0	?	-2.6	2.2	0.2	.	3.2
- COc1ccc(F)c(CN2CCC(n3nccc3NC(=O)CCCc3ccccc3)CC2)c1
→ 13.7	23.6	-13.4	-3.1	-3.3	4.1	15.5	0.7	-1.3
- COC(=O)[C@H](Cc1ccc(O)cc1)NC(=O)Cn1cnc2c(SC)nc(N)nc21
→ -0.3	-4.6	15.6	-1.3	2.6	.	-0.1	-1.8	1.5
- Cc1ccc(CNc2nc3cc(-c4ccccc4)sc3c(=O)n2C)c(C)c1
→ -9.0	1.6	5.3	-2.4	-1.0	.	0.1	-0.9	.
- Cc1oc2ccc(OCC(N)=O)cc2c1C(=O)OC(C)C
→ 2.4	-0.1	6.6	-0.2	3.2	-0.2	-0.6	1.1	-0.5
- N/C(=N\OC(=O)c1cccc(F)c1)c1cccc([N+](=O)[O-])c1
→ 12.9	15.0	16.4	0.1	0.3	0.7	-3.1	0.0	-0.7
- CCC(=O)NCCc1nc2cc(NC(=O)c3ccc(Cl)cc3)ccc2n1C
→ -6.1	-4.1	12.4	-1.1	0.8	-0.6	-0.8	3.4	-2.5
- O=C(COc1ncnc2sccc12)N1CCN(C(=O)c2ccco2)CC1
→ 1.4	9.0	-9.6	-2.3	2.8	-1.2	-0.5	.	-0.6
- CCCOC(=O)NC(CC)COC(=O)Nc1cccc(C)c1C (configuration not stated)
→ -3.8	-3.6	-8.5	-4.5	3.0	2.4	0.0	-1.4	0.2
- Cc1cc([N+](=O)[O-])nn1Cc1noc(C(=O)NCCCn2ccnc2)n1
→ 5.3	9.8	-4.4	-0.1	-1.1	-2.5	-1.4	-1.3	0.8
- Cn1cc(C(=O)Nc2ccc(F)c(Cl)c2)cn1
→ -0.5	-7.2	0.0	-1.6	4.5	0.9	0.2	.	-0.8
- COc1cccc(-c2cc(C(F)(F)F)n3ncc(C(=O)O)c3n2)c1
→ -0.4	1.8	13.7	-4.1	1.5	-0.1	0.0	0.0	0.4
- COC(=O)Cc1ccc(NC(=S)N2CCN(c3cc(Cl)ccc3C)CC2)cc1
→ -2.6	-4.6	6.3	-2.7	-4.4	-1.2	0.5	.	-0.1
- CCOc1ccccc1CNC(c1ccccc1)c1ccccc1
→ -1.2	-28.0	3.5	-3.1	-0.5	-1.2	-0.2	-1.4	1.0
- NS(=O)(=O)c1ccc(NC(=O)COc2ccc(S(=O)(=O)N3CCCC3)cc2)cc1
→ -6.3	-4.2	-4.7	-4.3	-0.9	-0.3	-2.0	1.2	0.0
- CCN(CC)S(=O)(=O)c1cc(NC(=O)C2CC(=O)N(Cc3ccccc3)C2)ccc1Cl (configuration not stated)
→ -4.7	-5.1	4.7	.	-2.7	2.7	-2.9	0.7	-0.1
- Cc1sc2ncnc(N3CCC(C(=O)NNC(=O)COc4ccc(Br)cc4)CC3)c2c1C
→ .	.	-1.7	-3.8	-1.5	3.7	.	0.0	5.1

# High-throughput results from PubChem BioAssay.
